TDP1 block – qHTS Assay for Inhibitors of Tyrosyl-DNA Phosphodiesterase (TDP1). Tyrosyl-DNA phosphodiesterase 1 (Homo sapiens), Q9NUW8. recombinant TDP1, AlphaScreen DNA substrate cleavage. Potency, µM (top dose mostly 130 µM), for inactives: at the highest dose activity change, negative = inhibition, most hits filed as inhibitors. 0.28% of 350,000 active. AID 485290, 2010; note: nearly all actives have a fitted effect of over 40% in size
Target sequence (Q9NUW8 whole entry, looked up): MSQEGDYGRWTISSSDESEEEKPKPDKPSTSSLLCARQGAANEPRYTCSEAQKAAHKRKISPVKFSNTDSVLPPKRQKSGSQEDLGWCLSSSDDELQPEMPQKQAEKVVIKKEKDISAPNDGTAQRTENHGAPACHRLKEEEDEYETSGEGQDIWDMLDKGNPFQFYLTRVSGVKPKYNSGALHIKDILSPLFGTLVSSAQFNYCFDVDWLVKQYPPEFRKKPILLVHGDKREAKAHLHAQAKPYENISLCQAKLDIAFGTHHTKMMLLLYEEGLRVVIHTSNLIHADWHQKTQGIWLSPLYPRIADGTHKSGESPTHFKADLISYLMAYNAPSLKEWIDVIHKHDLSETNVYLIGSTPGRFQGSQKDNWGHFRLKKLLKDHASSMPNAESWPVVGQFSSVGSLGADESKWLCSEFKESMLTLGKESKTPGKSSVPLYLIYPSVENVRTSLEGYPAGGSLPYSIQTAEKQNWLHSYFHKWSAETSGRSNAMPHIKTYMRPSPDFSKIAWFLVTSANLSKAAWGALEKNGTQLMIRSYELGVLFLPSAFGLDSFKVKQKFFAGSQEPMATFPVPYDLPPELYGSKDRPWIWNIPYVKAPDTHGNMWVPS
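Here, a 5' biotin and 3' phosphotyrosine-FITC DNA oligonucleotide reports Tdp1 activity: intact substrate bridges AlphaScreen beads, while cleavage leaves a 3' phosphate and drops signal. All incubations at room temperature.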
DT40 TDP1 CPT – qHTS for Inhibitors of human tyrosyl-DNA phosphodiesterase 1 (TDP1): qHTS in cells in presence of CPT. chicken DT40 Tdp1-/-;hTDP1 cells + 20 nM CPT, ATP luminescence, 48 h. Potency, µM (doses to about 46.2 µM), for inactives: at the top dose activity change, negative = growth inhibition, hits mostly inhibitors. 12% of 420,000 active; note: nearly all actives have a fitted effect of over 55% in size
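Chicken DT40 Tdp1-/- cells complemented with human TDP1, 400 cells/well, exposed to compounds plus 20 nM camptothecin for at least 48 h at 37 C; viability read as ATP content by CellTiter-Glo luminescence.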
TDP1 cell noCPT – qHTS for Inhibitors of human tyrosyl-DNA phosphodiesterase 1 (TDP1): qHTS in cells in absence of CPT; DT40 Tdp1-/- hTDP1 cells, no CPT, ATP luminescence, 48 h; 15% of 420,000 active; AID 686978, 2013; Potency, µM (highest dose often 46.2 µM), for inactives: at the top dose activity change, negative = growth inhibition, most hits filed as inhibitors; note: nearly all actives have a fitted effect of over 55% in size
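Growth kinetics read by CellTiter-Glo luminescence after ≥48 hr at 37 °C. Cells: DT40 Tdp1-/- stably carrying human TDP1, 400 per well, compound exposure in the absence of CPT (DMSO vehicle).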
* = called active by the depositor; ? = inconclusive; / = not tested or not shown; [ ] = another dose, or the depositor's remark. Calls come from the whole dose curve; as a rule, active = well fitted curve in the direction sought with a large enough effect; inconclusive = small, poorly fitted or top-dose-only effect, or another doubt; inactive = no such curve, though single readings can be large; an effect the other way counts as inactive or inconclusive. % is set by controls: 0 for no effect and ±100 for the full control effect; potency is the fitted concentration of half-maximal effect.

Second line of a record – TDP1 block	DT40 TDP1 CPT	TDP1 cell noCPT
CC(C(=O)Nc1ccc(S(=O)(=O)N2CCCC2)cc1)N(C)Cc1ccc(F)cc1 (configuration not stated)
    -3%[56.1 µM]	?	?
CN(Cc1nccn1C)C(=O)c1cc(COc2ccc3ncccc3c2)on1
    3%	-42%	18µM*
Cc1nn(CC(=O)NCCCN2CCC(Cc3ccccc3)CC2)c(=O)c2cc(-c3ccccc3)nn12
    4%	18µM*	18µM*
CC(CC(=O)N1CCc2ccccc21)S(=O)(=O)c1ccc2c(c1)NC(=O)CO2 (configuration not stated)
    -2%	-21%	-12%
CCOP(=O)(OCC)C(Nc1ccccn1)c1ccc(F)cc1 (configuration not stated)
    -3%	-9%	-4%
Cc1ccc2oc(C(=O)Nc3sc4c(c3C(=O)NCC3CCCO3)CCC4)cc(=O)c2c1 (configuration not stated)
    6%	-8%	-13%
COc1ccc(C(=O)C[n+]2ccc(-c3nnc4n3CCCCC4)cc2)cc1
    /	28%	-6%
COc1cccc(CNC(=O)C2CCCN(c3nc4ccccc4n4cccc34)C2)c1 (configuration not stated)
    1%	?	15µM*
O=C(CN1CCC(C(=O)c2ccc3c(c2)OCCO3)CC1)NCc1ccccc1
    6%	?	?
CN(CC(=O)Nc1ccc(Br)cc1)Cc1ccccc1
    /	-26%	-29%
Cc1ccc(-c2noc(CN(C(=O)c3cccs3)C(C)C)n2)cc1
    -2%	?	?
O=C(/C=C/c1cccs1)NC(=S)Nc1ccccc1
    6%	?	?
NNC(=O)[C@H]1C[C@@H]1c1ccccc1
    2%	-13%	-4%
CCOC(=O)c1cc2c(c(CCO)n1)[C@@H](CCO)N(S(=O)(=O)C(C)(C)C)C2
    /	0%	-26%
CC1=C(CO)C(=O)OC([C@@H](C)C2CC[C@H]3C4C[C@H]5O[C@]56[C@@H](O)C=CC(=O)[C@]6(C)C4CC[C@]23C)C1 (some centres not stated)
    /	1.5µM*	1.3µM*
CC1CCN(C(=O)c2ccc(NS(=O)(=O)c3ccc4[nH]c(=O)[nH]c4c3)cc2)CC1
    2%	-16%	-11%
CCC1CN(CCC(=O)N2CCCN(C(=O)c3ccco3)CC2)Cc2cc(OC)ccc2O1 (configuration not stated)
    /	-9%[9.04 µM]	-5%
CCCc1ccc(OCC(=O)Nc2scc(-c3cccs3)c2C(=O)OC)cc1
    /	?	?
Fc1ccc2cnc(-c3ccccc3)c(-c3ccc(C(F)(F)F)cc3)c2c1
    -10%	?	18µM*
COC(=O)C1(C(=O)OC)C/C=C\CCN(S(=O)(=O)c2ccccc2[N+](=O)[O-])CC1
    /	?	?

Additional entries
Second line of a record – TDP1 block	DT40 TDP1 CPT	TDP1 cell noCPT
O=C(Nc1ccc(Cl)cn1)c1cccc(OCc2ccccc2)c1
    /	?	?
O=C(COC(=O)CNC(=O)c1ccccc1F)NC1CC1
    1%	7%	-11%
CCOC(=O)c1cnc(-n2nc(C)cc2C)nc1N1CC(C)OC(C)C1 (configuration not stated)
    /	?	21µM*
COc1cccc(NC(=O)CSc2nnc(-c3cc(C)[nH]n3)n2N)c1
    0%	-4%	3%
CCOC(=O)N1CCN(C(=O)c2ccc3c(=O)n(CCc4ccccc4)c(=O)[nH]c3c2)CC1
    -6%	?	-26%
Cc1cccc(C2=NN(c3ccc(Br)cc3)[C@@H](C(=O)N3CCOC3=O)[C@@H]2c2ccc(Cl)cc2)c1
    -6%[56.1 µM]	?	?
CC(C)(C)NC(=O)C(c1ccc(F)cc1)N(CCc1ccccc1)C(=O)c1ccn[nH]1 (configuration not stated)
    -1%	?	-17%
CC(=O)C1(C)C(=O)N(c2ccc(C)cc2)C(=O)N1c1ccc(C)cc1 (configuration not stated)
    /	-20%	-13%
CN(C)c1cccc(C(=O)Nc2cccc(S(=O)(=O)NC3=NCCC3)c2)c1
    5%	14%	-1%
COc1cc(C(=O)O[C@H]2CC(C)=CC[C@@]3(C)CC[C@@](O)(C(C)C)[C@H]23)ccc1O
    /	-20%	?
COc1ccc(CC(=O)OCC(=O)Nc2ncc(Cl)c(C)c2Cl)cc1
    -11%	-7%	-1%
Cc1cc(NC(=O)CCN2C(=O)C3C4C=CC(C4)C3C2=O)c2ccccc2n1 (configuration not stated)
    -1%	?	21µM*
Cc1cc(NC(=O)COC(=O)c2ccccc2O)no1
    -4%	-7%	-10%
Clc1cc(Cl)c2nc(N3CCCCC3)sc2c1
    1%	-19%	-22%
COc1ccc(/C(N)=N/OC(=O)Cc2cccs2)cc1
    -10%	21%	-10%
CC(C)(C)OC(=O)N1CCCC(C(=O)Nc2ccc(C(=O)N3CCOCC3)cc2)C1 (configuration not stated)
    1%	1%	-2%
Brc1ccc(C2Nc3cccc4cccc(c34)N2)cc1
    /	?	-25%
COc1ccc(C(=O)N2CCC3(CC2)CCN(c2cccc(-c4ccccc4)c2)CC3)cc1
    /	0.12µM*	0.23µM*
CCN(CC(=O)Nc1ccc(NC(C)=O)cc1)C(=O)c1cccc(Oc2ccccc2)c1
    4%[0.505 µM]	13%	-7%
COc1ccc(-c2cc(C(=O)Nc3ccc(S(=O)(=O)Nc4ncccn4)cc3)c3ccccc3n2)cc1
    5%	?	?

More records follow:
Second line of a record – TDP1 block	DT40 TDP1 CPT	TDP1 cell noCPT
CCc1cc(C(=O)NCC2Cc3cccc(-c4ccc(C(=O)OC)cn4)c3O2)no1 (configuration not stated)
    /	5%	-5%
COc1ccccc1C(=O)Nc1cccc(Oc2c(F)c(F)c(F)c(F)c2F)c1
    /	-30%	?
O=C(Nc1ccccn1)c1ccco1
    0%	-5%	-11%
COc1cccc(-c2nc(N(C)Cc3ccco3)c3ccccc3n2)c1
    /	?	?
COc1ccccc1NC(=O)/C(C#N)=C/c1c(C)nn(-c2ccc(F)cc2)c1Cl
    5%	-10%	13%
Cc1ccc(C(=O)COC(=O)CN2C(=O)C3CC=CCC3C2=O)cc1[N+](=O)[O-] (configuration not stated)
    /	-10%	12%
CCOc1cc(/C=N/NC(=S)Nc2ccccc2C(F)(F)F)ccc1OCC(=O)N1CCOCC1
    -11%	5.8µM*	8.2µM*
Cc1cc(NC(=O)c2cc3n(n2)C(C(F)(F)F)CC(c2ccco2)N3)n(-c2ccccc2)n1 (configuration not stated)
    1%	?	15µM*
COc1ccc2ccccc2c1CN1CCC2(CCC(CNC(=O)c3ccccc3)O2)CC1 (configuration not stated)
    /	?	?
NC(=O)c1ccc[n+](Cc2ccc(-c3ccccc3)cc2)c1
    /	1%	-1%
CN(C(=O)CCN1C(=O)S/C(=C\c2ccccc2)C1=O)C1CCS(=O)(=O)C1 (configuration not stated)
    2%	?	?
CCn1c(SCC(=O)N2CCCc3ccccc32)nnc1-c1cccs1
    2%	-2%	4%
C=CCOc1ccc(C2C(C(=O)c3ccc(C)o3)=C(O)C(=O)N2Cc2cccnc2)cc1 (configuration not stated)
    0%	-2%	?
O=C(Cn1c(=O)cnc2ccccc21)Nc1cc(Cl)ccc1N1CCOCC1
    -1%	-19%	-14%
COc1ccc(NC(=O)C2CC(=O)N(c3ccccc3Cl)C2)c(OC)c1 (configuration not stated)
    2%	-22%	-8%
Cc1cccc(CCNC(=O)CN(c2ccc(C(C)C)cc2)S(=O)(=O)c2c(C)nn(C)c2C)c1
    12%	?	16µM*
COC(=O)c1cc(S(=O)(=O)Nc2cccc(OC)c2)cn1C
    /	?	23µM*
O=C(Nc1ccc(S(=O)(=O)NCCc2ccccc2)cc1)c1ccncc1
    -4%	18µM*	?
O=C(O)c1cccc(S(=O)(=O)Nc2ccc(O)cc2Sc2nc3ccccc3s2)c1
    -7%	23%	-10%
C[C@H]1CN([C@@H](C)CO)C(=O)CCCn2nncc2CO[C@@H]1CN(C)C(=O)c1ccccc1
    /	-7%	9%

Some entries already given, limited to TDP1 cell noCPT and DT40 TDP1 CPT:
Molecule | TDP1 cell noCPT | DT40 TDP1 CPT
CC(C(=O)Nc1ccc(S(=O)(=O)N2CCCC2)cc1)N(C)Cc1ccc(F)cc1 (configuration not stated) | ? | ?
CN(Cc1nccn1C)C(=O)c1cc(COc2ccc3ncccc3c2)on1 | 18µM* | -42%

The list goes on.
Second line of a record – TDP1 block	DT40 TDP1 CPT	TDP1 cell noCPT
COc1ccc([C@@H]2[C@@H]3C(=O)N(C(C)(C)C)C(=O)[C@@H]3[C@]3(C)C(=O)N(c4ccccc4)C(=O)N23)cc1
    /	10%	3%
C/C(=N\NC(=O)c1nnn(-c2nonc2N)c1CN1CCCCCC1)c1ccc(Br)cc1
    -1%	-4%	-15%
CN1CCN(C2CN(Cc3cn(Cc4ccccc4F)nn3)S(=O)(=O)C2)CC1 (configuration not stated)
    /	3%	35%[activator]
Cc1ccc(N2CC(C(=O)Nc3cccnc3)CC2=O)cc1 (configuration not stated)
    0%	-11%	-19%
Cc1ccc(NC(=O)CN(c2cc(C)cc(C)c2)S(=O)(=O)c2c(C)noc2C)nc1
    -4%	?	?
CCOc1ccc(N(C(=O)Nc2ccccc2)C2=NCCC2)cc1
    1%	-2%	-8%
CN(C)S(=O)(=O)c1cccc(NC(=O)c2cc(-c3cccs3)nc3ccccc23)c1
    3%	?	10µM*
CCCCCn1c(CCNC(=O)CCC)nc2ccccc21
    3%	?	16µM*
COc1ccc2c(c1)CCCC21NC(=O)N(CC(N)=O)C1=O (configuration not stated)
    0%	-20%	-15%
CN1C(=O)CC(C(=O)O)SC1=Nc1cccc(C(F)(F)F)c1 (configuration not stated)
    -3%	-6%	5%
Cn1nc(C(C)(C)C)c([N+](=O)[O-])c1C(=O)NC(C)(C)C
    -1%	2%	1%
c1ccc(-c2nc3ccccc3nc2N2CCOCC2)cc1
    -4%	?	?
O=C(c1ccco1)N1CCN(Cc2nc3ccccc3[nH]2)CC1
    0%	2%	-8%
COc1cccc(/C(C)=N/Nc2ncc(Cl)cc2Cl)c1
    3%	?	-18%
Cc1oc2ncnc(N3CCCCC3)c2c1C(=O)N1CCN(c2cccc(C(F)(F)F)c2)CC1
    5%	16µM*	13µM*
O=C(N=Nc1c(O)[nH]c2ccccc12)c1ccccc1NS(=O)(=O)c1cccs1
    4%	16µM*	-29%
Cn1c(=O)c(-c2ccc(F)cc2)nc2cnc(OCc3ccccc3)nc21
    /	0%	21%
Cc1nn(-c2ccc(N3CCCC3)nn2)c(C)c1CCC(=O)NCc1ccc(F)cc1
    5%	-26%	-30%
CC1CCCCN1C(=O)CCNC(=O)Cn1cnc2ccccc2c1=O (configuration not stated)
    1%	-4%	1%
O=c1c2ccccc2n2c(-c3ccc(F)cc3)nnc2n1Cc1ccccc1
    -1%	-5%	-27%

Next entries follow:
Second line of a record – TDP1 block	DT40 TDP1 CPT	TDP1 cell noCPT
Cc1cccc(C(=O)Nc2ccc(N3CCN(S(C)(=O)=O)CC3)cc2)c1
    3%	9%	-5%
O=C1CN(S(=O)(=O)c2ccccc2)CCN1S(=O)(=O)c1ccccc1
    3%	-3%	-17%
COc1cccc2cc(-c3nc4sc(C(=O)Nc5ccc(F)cc5F)c(C)c4c(=O)[nH]3)c(=O)oc12
    9%	-13%	-7%
CC(=O)c1cc(-c2ccccc2)n(CC(=O)Nc2cccc(C)c2C)c1C
    -1%	7%	-2%

Some of these compounds in order of heavy-atom count, smallest number first:
Second line of a record – TDP1 block	DT40 TDP1 CPT	TDP1 cell noCPT
COc1cccc(/C(C)=N/Nc2ncc(Cl)cc2Cl)c1
    3%	?	-18%
CN1C(=O)CC(C(=O)O)SC1=Nc1cccc(C(F)(F)F)c1 (configuration not stated)
    -3%	-6%	5%
O=C(c1ccco1)N1CCN(Cc2nc3ccccc3[nH]2)CC1
    0%	2%	-8%
O=C1CN(S(=O)(=O)c2ccccc2)CCN1S(=O)(=O)c1ccccc1
    3%	-3%	-17%
CC1CCCCN1C(=O)CCNC(=O)Cn1cnc2ccccc2c1=O (configuration not stated)
    1%	-4%	1%
CC(=O)c1cc(-c2ccccc2)n(CC(=O)Nc2cccc(C)c2C)c1C
    -1%	7%	-2%
O=c1c2ccccc2n2c(-c3ccc(F)cc3)nnc2n1Cc1ccccc1
    -1%	-5%	-27%
O=C(N=Nc1c(O)[nH]c2ccccc12)c1ccccc1NS(=O)(=O)c1cccs1
    4%	16µM*	-29%
Cc1nn(-c2ccc(N3CCCC3)nn2)c(C)c1CCC(=O)NCc1ccc(F)cc1
    5%	-26%	-30%
Cc1oc2ncnc(N3CCCCC3)c2c1C(=O)N1CCN(c2cccc(C(F)(F)F)c2)CC1
    5%	16µM*	13µM*
COc1cccc2cc(-c3nc4sc(C(=O)Nc5ccc(F)cc5F)c(C)c4c(=O)[nH]3)c(=O)oc12
    9%	-13%	-7%

Bioassay records as filed in PubChem.
